Assay outcomes (PubChem BioAssay)
SENP6 inh = SENP6 protease inhibition; Q9GZR1; Recombinant SENP6 catalytic domain, aminoluciferin luminescence; inhibition, % at 10 µM; hit rate 1.8% among 330,000;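 active = inhibition above about 50% at the single tested dose, limit read from the data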;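 note: plate controls were DMSO wells with enzyme for no effect and DMSO wells lacking enzyme for full effect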
Target sequence (Q9GZR1 628-1112 limits assumed): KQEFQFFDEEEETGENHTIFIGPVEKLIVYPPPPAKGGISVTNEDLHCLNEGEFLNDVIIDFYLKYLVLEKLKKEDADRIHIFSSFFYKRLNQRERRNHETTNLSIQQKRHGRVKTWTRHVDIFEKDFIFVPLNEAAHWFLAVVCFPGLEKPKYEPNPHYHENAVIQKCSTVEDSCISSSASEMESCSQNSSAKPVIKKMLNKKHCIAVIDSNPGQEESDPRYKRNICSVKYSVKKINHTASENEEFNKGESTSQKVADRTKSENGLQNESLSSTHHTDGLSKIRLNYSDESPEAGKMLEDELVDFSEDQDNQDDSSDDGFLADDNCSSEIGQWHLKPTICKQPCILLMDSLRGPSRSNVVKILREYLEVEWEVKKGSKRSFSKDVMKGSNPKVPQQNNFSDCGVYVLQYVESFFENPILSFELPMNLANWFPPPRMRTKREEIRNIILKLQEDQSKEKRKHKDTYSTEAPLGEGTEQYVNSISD
SENP8 block-1 = SENP8 (human) protease inhibition | AID 602440 | Q96LD8 | hit rate 0.64% among 360,000 | inhibition, % at 20 µM | recombinant SENP8, Nedd8 substrate fluorescence; in the data active = inhibition mostly above about 40%, no sharp cut-off; inactive = mostly below about 27%
SENP8 block-2 = inhibitors of human SENP8 protease. Q96LD8. purified SENP8, Z-RLRGG-aminoluciferin cleavage, luminescence. inhibition, % at 10 µM. hit rate 1.2% among 330,000. AID 2540; in the data active = inhibition above about 50%
PfG6PD inh = PfG6PD (Plasmodium falciparum) enzyme inhibition | hit rate 0.78% among 350,000 | inhibition, % at 20 µM | PfGluPho enzyme, NADPH resazurin-diaphorase fluorescence | AID 504690;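 active = inhibition reaching at least a set limit at 20 µM in the primary screen, cut at about 59% in these data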;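 note: 0% = DMSO wells with substrate and 100% = DMSO wells lacking glucose-6-phosphate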
SENP7 inh = inhibitors of human SENP7 protease. Q9BQF6. recombinant SENP7, Z-RLRGG-aminoluciferin luminescence, 40 min. inhibition, % at 5 µM. hit rate 1.5% among 330,000;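 active = inhibition above about 50% at the single test dose, limit read from the data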;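 note: plate controls were DMSO with enzyme for no effect and no enzyme buffer wells for full effect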
Target sequence (Q9BQF6 706-1050 limits assumed): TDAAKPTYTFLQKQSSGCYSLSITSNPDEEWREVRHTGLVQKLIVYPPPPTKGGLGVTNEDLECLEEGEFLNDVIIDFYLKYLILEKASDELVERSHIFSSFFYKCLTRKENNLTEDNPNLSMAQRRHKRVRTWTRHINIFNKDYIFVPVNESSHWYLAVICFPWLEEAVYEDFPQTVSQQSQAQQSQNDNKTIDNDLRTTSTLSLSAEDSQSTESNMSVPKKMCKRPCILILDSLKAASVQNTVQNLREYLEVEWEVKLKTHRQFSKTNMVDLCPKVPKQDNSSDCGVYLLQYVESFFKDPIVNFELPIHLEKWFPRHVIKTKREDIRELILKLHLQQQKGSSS
Apaf1 inhib = inhibitors of human Apaf-1 apoptosome | O14727 | reconstituted apoptosome caspase-3 activity, DEVD-Rh110 fluorescence | inhibition, % at 20 µM | hit rate 0.71% among 330,000; active = inhibition of at least 40% at 20 µM;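 note: plate controls were DMSO wells for no effect and DEVD-CHO caspase inhibitor wells for full effect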
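Material: reconstituted apoptosome with Apaf-1, cytochrome c, caspase-9, procaspase-3, dATP. Technique: Rh110 fluorescence intensity. Buffer or medium: pH 7.5 Hepes buffer with CHAPS, BSA, DTT. Times: 30 min plus 50 min, RT.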
SENP1 FRET inh = inhibitors of human SENP1 SUMO protease catalytic domain; Q9P0U3; recombinant SENP1 catalytic domain, CyPet-SUMO1-YPet FRET cleavage; inhibition, % at 10 µM; hit rate 0.21% among 360,000;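 active = inhibition at least 30% at 10 µM, raw YFP signal under a set limit, fluorescence ratio 0.5 to 1.5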;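 note: 0% = enzyme with DMSO and 100% = no enzyme wells; some results filed as inactive read as strong as hits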
Target sequence (Q9P0U3 419-644 limits assumed): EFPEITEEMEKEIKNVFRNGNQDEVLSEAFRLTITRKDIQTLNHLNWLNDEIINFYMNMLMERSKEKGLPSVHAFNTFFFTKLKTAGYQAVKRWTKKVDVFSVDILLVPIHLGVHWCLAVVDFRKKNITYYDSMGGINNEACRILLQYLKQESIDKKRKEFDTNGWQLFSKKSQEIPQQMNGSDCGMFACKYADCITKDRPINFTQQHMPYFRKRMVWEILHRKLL
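Assay system – human recombinant His6-tagged SENP1 catalytic domain enzyme · Input – SENP1 enzyme, 20 pM final · Buffer or medium – Tris pH 8 buffer plus EDTA, NaCl, BME, BSA, NP40, catalase · Schedule – 50 min reaction at room temperature · Technique – FRET read of cyan and yellow fluorescence · Control set – no-enzyme wells low, DMSO-plus-enzyme wells high control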
HKDC1 inhibitor = HKDC1 (human) hexokinase inhibition; Q2TB90; recombinant HKDC1, G6PDH/diaphorase resazurin coupled fluorescence; inhibition, % at 20 µM; hit rate 0.16% among 340,000;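 active = inhibition above about 35% when tested at 20 µM, limit read from the data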;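 note: plate controls were DMSO wells with enzyme for no effect and DMSO wells lacking enzyme for full effect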
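System: Recombinant HKDC1 hexokinase | Amount: HKDC1 at 5 µg/mL | Reagent: Glucose with 1 mM ATP | Doses: Single 20 µM dose | Incubation: Reaction time 90 min, room temperature, protected from light | Signal: Coupled resazurin fluorescence, excitation 525 nm, emission 613 nm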
* marks the source's active call; other numbers are inactive results.

Nn1c(Cc2ccccc2)nc2ccccc2c1=O was read as SENP6 inh -8, SENP8 block-1 14, SENP8 block-2 -2, PfG6PD inh -13, SENP7 inh 0, Apaf1 inhib -12, SENP1 FRET inh 2 and HKDC1 inhibitor -5.
`Cc1ccc(NS(=O)(=O)c2ccc(C(=O)OCC(=O)NCC3CCCO3)cc2)cc1` (stereo not drawn) gave SENP6 inh 0, SENP8 block-1 3, SENP8 block-2 -2, PfG6PD inh -1, SENP7 inh -10, Apaf1 inhib 2, SENP1 FRET inh 0 and HKDC1 inhibitor -10.
O=C(N/N=C/c1c(Cl)cccc1Cl)c1n[nH]c2c1CCCC2 was read as SENP6 inh 28, SENP8 block-1 13, SENP8 block-2 68*, PfG6PD inh 11, SENP7 inh 71*, Apaf1 inhib 20, SENP1 FRET inh 1 and HKDC1 inhibitor -10.
`COc1ccccc1CCCNC(=O)C1CCC(=O)N(Cc2ccccc2F)C1` (stereo not drawn) gave SENP6 inh -10, SENP8 block-1 6, SENP8 block-2 -16, PfG6PD inh -7, SENP7 inh 6, Apaf1 inhib 5, SENP1 FRET inh -1 and HKDC1 inhibitor -2.
Cc1ccc(C23OCCN2CCn2nc4ccccc4c23)cc1 (stereo not drawn) was read as SENP6 inh 8, SENP8 block-1 -44, SENP8 block-2 4, PfG6PD inh 3, SENP7 inh 1, Apaf1 inhib -3, SENP1 FRET inh -53 and HKDC1 inhibitor -2.
O=C(CN1CCC(NC(=O)Cc2ccccc2)CC1)Nc1ccccc1Br was read as SENP6 inh -8, SENP8 block-1 17, SENP8 block-2 -11, PfG6PD inh -8, SENP7 inh -10, Apaf1 inhib 7, SENP1 FRET inh 3 and HKDC1 inhibitor 11.
For CC(/C=C/c1ccc2c(c1)OCO2)=N\NC(=O)c1cccc([N+](=O)[O-])c1 the results were SENP6 inh 1, SENP8 block-1 5, SENP8 block-2 11, PfG6PD inh 5, SENP7 inh 1, Apaf1 inhib -25, SENP1 FRET inh -4 and HKDC1 inhibitor 0.
Screening O=C(Nc1ccc(Br)cc1)c1cccc(OC(=S)N2CCOCC2)c1 returned SENP6 inh -9, SENP8 block-1 16, SENP8 block-2 4, PfG6PD inh 29, SENP7 inh 5, Apaf1 inhib 12, SENP1 FRET inh 1 and HKDC1 inhibitor 0.
Screening CCCc1cc(N2CCCC(C(=O)Nc3c(OC)cccc3OC)C2)n2ncnc2n1 (stereo not drawn) returned SENP6 inh 1, SENP8 block-1 10, SENP8 block-2 9, PfG6PD inh -29, SENP7 inh 3, Apaf1 inhib -15, SENP1 FRET inh 2 and HKDC1 inhibitor -10.
O=C(O)C(Cc1ccccc1)N1C(=O)c2c(Cl)c(Cl)c(Cl)c(Cl)c2C1=O (stereo not drawn) was read as SENP6 inh -2, SENP8 block-1 9, SENP8 block-2 -3, PfG6PD inh -21, SENP7 inh -5, Apaf1 inhib 5, SENP1 FRET inh 1 and HKDC1 inhibitor 7.
Screening COC(=O)c1c(NC(=O)CC2SC(N)=NC2=O)sc2c1CCCC2 (stereo not drawn) returned SENP6 inh 7, SENP8 block-1 -18, SENP8 block-2 4, PfG6PD inh 14, SENP7 inh 6, Apaf1 inhib 9, SENP1 FRET inh 0 and HKDC1 inhibitor -4.
Screening Nc1ccccc1C(=O)NCc1ccc(Cl)cc1 returned SENP6 inh -12, SENP8 block-1 -291, SENP8 block-2 -17, PfG6PD inh -7, SENP7 inh -5, Apaf1 inhib 0, SENP1 FRET inh 6 and HKDC1 inhibitor -4.
`CCCn1c(-c2cccs2)nc2ccccc21` gave SENP6 inh -9, SENP8 block-1 inactive, SENP8 block-2 -3, PfG6PD inh 4, SENP7 inh -8, Apaf1 inhib 13, SENP1 FRET inh 1 and HKDC1 inhibitor 2.
For O=C(CSc1nnc(-c2ccncc2)n1-c1ccc(Cl)cc1)N1CCOCC1 the results were SENP6 inh 9, SENP8 block-1 -9, SENP8 block-2 3, PfG6PD inh 1, SENP7 inh 0, Apaf1 inhib -20, SENP1 FRET inh 0 and HKDC1 inhibitor -8.
For CCCc1nc(-c2ccccc2O)n(-c2ccccc2)n1 the results were SENP6 inh -16, SENP8 block-1 3, SENP8 block-2 -7, PfG6PD inh -15, SENP7 inh -8, Apaf1 inhib 11, SENP1 FRET inh 1 and HKDC1 inhibitor -1.
For CC(C)CNC(=O)CSc1nc2scc(-c3ccccc3)c2c(=O)[nH]1 the results were SENP6 inh -19, SENP8 block-1 -9, SENP8 block-2 -18, PfG6PD inh -26, SENP7 inh -9, Apaf1 inhib 10, SENP1 FRET inh -70 and HKDC1 inhibitor -5.
For O=C(NC1CCCCCC1)c1nc2ncccn2n1 the results were SENP6 inh -4, SENP8 block-1 11, SENP8 block-2 -1, PfG6PD inh 10, SENP7 inh 3, Apaf1 inhib -6, SENP1 FRET inh 2 and HKDC1 inhibitor -3.
CCOCCCNS(=O)(=O)c1cc(Br)cc2c1N(C(=O)C1CC1)CC2 was read as SENP6 inh -4, SENP8 block-1 13, SENP8 block-2 3, PfG6PD inh -5, SENP7 inh -7, Apaf1 inhib 4, SENP1 FRET inh 1 and HKDC1 inhibitor -2.
Screening Cc1nc(-n2nnc(CO)c2CO)nc2c1CCC2 returned SENP6 inh 7, SENP8 block-1 30, SENP8 block-2 -4, PfG6PD inh 2, SENP7 inh -2, Apaf1 inhib 0, SENP1 FRET inh 2 and HKDC1 inhibitor -7.
Screening CS(=O)(=O)N(CC(=O)NCCSC1CCCCC1)c1cccc(F)c1 returned SENP6 inh -10, SENP8 block-1 4, SENP8 block-2 -5, PfG6PD inh -1, SENP7 inh -10, Apaf1 inhib -2, SENP1 FRET inh 4 and HKDC1 inhibitor -3.
COC(=O)c1nccc2c1[nH]c1ccccc12 was read as SENP6 inh -5, SENP8 block-1 -198, SENP8 block-2 -2, PfG6PD inh 11, SENP7 inh -1, Apaf1 inhib -5, SENP1 FRET inh -5 and HKDC1 inhibitor 5.
CCOc1ccc(NC(=O)[C@H](Cc2ccccc2)NC(=O)C2CCNCC2)cc1 was read as SENP6 inh -11, SENP8 block-1 9, SENP8 block-2 -4, PfG6PD inh -5, SENP7 inh 15, Apaf1 inhib 3, SENP1 FRET inh 4 and HKDC1 inhibitor -9.
`CCOC(=O)C1(Cc2cccc(OC)c2)CCN(C/C=C/c2ccc(OC)cc2)CC1` gave SENP6 inh -20, SENP8 block-1 2, SENP8 block-2 -2, PfG6PD inh 31, SENP7 inh 4, Apaf1 inhib 26, SENP1 FRET inh -1 and HKDC1 inhibitor 3.
Cc1ccc(C)c(-n2c(C)cc(/C=N/NC(=O)c3c(C)nc4cc(C)ccn34)c2C)c1 was read as SENP6 inh -10, SENP8 block-1 -163, SENP8 block-2 -4, PfG6PD inh 7, SENP7 inh -1, Apaf1 inhib 20, SENP1 FRET inh -3 and HKDC1 inhibitor -20.
For CN(Cc1nc2ccccc2c(=O)[nH]1)C(=O)c1cccc(NC(=O)c2cccs2)c1 the results were SENP6 inh -4, SENP8 block-1 1, SENP8 block-2 10, PfG6PD inh 11, SENP7 inh -3, Apaf1 inhib 0, SENP1 FRET inh -7 and HKDC1 inhibitor -3.
Screening COc1ccccc1-n1cc(C(=O)N2CCCC(CO)(Cc3ccccc3C)C2)cn1 (stereo not drawn) returned SENP6 inh -2, SENP8 block-1 -2, SENP8 block-2 0, PfG6PD inh -17, SENP7 inh 3, Apaf1 inhib 9, SENP1 FRET inh 0 and HKDC1 inhibitor 9.
Screening CCN(CC(=O)Nc1ccccc1C(F)(F)F)C(=O)C1CSC2(C)CCC(=O)N12 (stereo not drawn) returned SENP6 inh -8, SENP8 block-1 16, SENP8 block-2 2, PfG6PD inh 3, SENP7 inh -9, Apaf1 inhib 16, SENP1 FRET inh 1 and HKDC1 inhibitor -1.
Screening O=C(Nc1sc2c(c1C(=O)O)CCC2)c1cccs1 returned SENP6 inh 90*, SENP8 block-1 -73, SENP8 block-2 92*, PfG6PD inh 38, SENP7 inh 44, Apaf1 inhib 15, SENP1 FRET inh -2 and HKDC1 inhibitor 8.
For COc1cc(NC(=O)CCNC(=O)Cn2cnc3ccccc3c2=O)cc(OC)c1OC the results were SENP6 inh -4, SENP8 block-1 28, SENP8 block-2 -5, PfG6PD inh -14, SENP7 inh 3, Apaf1 inhib -5, SENP1 FRET inh 1 and HKDC1 inhibitor -2.
`Nc1nc(Oc2ccc(F)cc2)c(Br)c(=O)[nH]1` gave SENP6 inh -5, SENP8 block-1 12, SENP8 block-2 5, PfG6PD inh -4, SENP7 inh 0, Apaf1 inhib -14, SENP1 FRET inh 3 and HKDC1 inhibitor -3.
Screening O=C(Cc1cccc(NC(=O)C2CCN(C(=O)C3CCCC3)CC2)c1)Nc1cccc(C(=O)N2CCCCC2)c1 returned SENP8 block-1 11, PfG6PD inh -1, SENP1 FRET inh 0 and HKDC1 inhibitor -8.
`CCN(CC)C(=O)C(=O)c1cn(CC(=O)NCc2ccc3c(c2)OCO3)c2ccccc12` gave SENP6 inh -17, SENP8 block-1 35, SENP8 block-2 -6, PfG6PD inh -1, SENP7 inh -4, Apaf1 inhib 4, SENP1 FRET inh 1 and HKDC1 inhibitor -5.
CCc1nc(C)ccc1OCC(=O)NCCCN(C)C was read as SENP6 inh 0, SENP8 block-1 1, SENP8 block-2 0, PfG6PD inh -5, SENP7 inh 1, Apaf1 inhib 9, SENP1 FRET inh 1 and HKDC1 inhibitor 8.
Screening O=C1NC(=O)C(c2cccs2)(c2cccs2)N1 returned SENP6 inh -14, SENP8 block-1 4, SENP8 block-2 -7, PfG6PD inh 3, SENP7 inh 0, Apaf1 inhib 8, SENP1 FRET inh 1 and HKDC1 inhibitor -6.
`Oc1ccc(/C=N/NC2=NCCCCC2)c(O)c1` gave SENP6 inh 23, SENP8 block-1 -194, SENP8 block-2 -3, PfG6PD inh -23, SENP7 inh 6, Apaf1 inhib -1, SENP1 FRET inh -41 and HKDC1 inhibitor -7.
Cc1onc(-c2c(F)cccc2Cl)c1C(=O)ONC(=O)c1ccco1 was read as SENP6 inh -15, SENP8 block-1 -14, SENP8 block-2 3, PfG6PD inh -2, SENP7 inh 6, Apaf1 inhib -7, SENP1 FRET inh 0 and HKDC1 inhibitor 0.
Screening O=C(CCC(=O)N1CCN(S(=O)(=O)c2ccc(Cl)cc2)CC1)NC1CCCc2ccccc21 (stereo not drawn) returned SENP6 inh -3, SENP8 block-1 24, SENP8 block-2 6, PfG6PD inh 7, SENP7 inh 1, Apaf1 inhib 11, SENP1 FRET inh -2 and HKDC1 inhibitor -9.
For O=S(=O)(Nc1ccc(F)cc1)c1ccc(NC(=S)Nc2ccccc2)cc1 the results were SENP6 inh -15, SENP8 block-1 9, SENP8 block-2 2, PfG6PD inh 20, SENP7 inh 1, Apaf1 inhib -1, SENP1 FRET inh 0 and HKDC1 inhibitor -4.
Screening O=C(Cn1cc2c(n1)CCCC2)NCCCN1CCCC1 returned SENP6 inh 0, SENP8 block-1 5, SENP8 block-2 -6, PfG6PD inh 2, SENP7 inh -14, Apaf1 inhib 41*, SENP1 FRET inh -8 and HKDC1 inhibitor -6.

Hits appear at their usual frequency; about 3.6% have a hit in one of these screens.
